# M5 antag: blocks acetylcholine activation of human M5 receptor; inhibition, % at 3 µM; CHO-hM5 cells, Fluo-8 calcium fluorescence, ACh EC80; P08912; 360,000 tested, 0.59% active;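 active = inhibition above a per-plate cutoff, the mean of that plate's test compounds plus 3 SD, cut at about 27% in these data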;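 also: 0% = acetylcholine EC80 with DMSO and 100% = DMSO without agonist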
# CRFBP-R2 agonist: CRF-BP/CRF-R2 complex agonism; HEK293 CRF-R2/CRF-BP, calcium dye fluorescence (FLIPR); percent of saturating CRF peptide response; activation, % at 13.2 µM; 350,000 tested, 0.46% active; AID 588473;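 active = activation of at least 50%, plus an integration ratio under a set limit after plate pattern correction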;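 also: plate controls were neutral control wells without compound for no effect and CRF at EC100 for full effect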
# IDE cell inh: inhibitors of human insulin-degrading enzyme in cells; P14735; HEK cells, FAbetaB cleavage, fluorescence polarization; inhibition, % at 5.59 µM; 320,000 tested, 0.41% active; AID 434962;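 active = percent inhibition above the average of all tested compounds plus 3 SD, set per screening campaign, cut at about 16% in these data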;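 also: IDE supplied by intact live HEK cells; FP after avidin binding of uncleaved biotin substrate so inhibition keeps polarization high; 0% = DMSO wells and 100% = 60 µM reference IDE inhibitor Ii1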
# Target sequence (P14735 whole entry, looked up): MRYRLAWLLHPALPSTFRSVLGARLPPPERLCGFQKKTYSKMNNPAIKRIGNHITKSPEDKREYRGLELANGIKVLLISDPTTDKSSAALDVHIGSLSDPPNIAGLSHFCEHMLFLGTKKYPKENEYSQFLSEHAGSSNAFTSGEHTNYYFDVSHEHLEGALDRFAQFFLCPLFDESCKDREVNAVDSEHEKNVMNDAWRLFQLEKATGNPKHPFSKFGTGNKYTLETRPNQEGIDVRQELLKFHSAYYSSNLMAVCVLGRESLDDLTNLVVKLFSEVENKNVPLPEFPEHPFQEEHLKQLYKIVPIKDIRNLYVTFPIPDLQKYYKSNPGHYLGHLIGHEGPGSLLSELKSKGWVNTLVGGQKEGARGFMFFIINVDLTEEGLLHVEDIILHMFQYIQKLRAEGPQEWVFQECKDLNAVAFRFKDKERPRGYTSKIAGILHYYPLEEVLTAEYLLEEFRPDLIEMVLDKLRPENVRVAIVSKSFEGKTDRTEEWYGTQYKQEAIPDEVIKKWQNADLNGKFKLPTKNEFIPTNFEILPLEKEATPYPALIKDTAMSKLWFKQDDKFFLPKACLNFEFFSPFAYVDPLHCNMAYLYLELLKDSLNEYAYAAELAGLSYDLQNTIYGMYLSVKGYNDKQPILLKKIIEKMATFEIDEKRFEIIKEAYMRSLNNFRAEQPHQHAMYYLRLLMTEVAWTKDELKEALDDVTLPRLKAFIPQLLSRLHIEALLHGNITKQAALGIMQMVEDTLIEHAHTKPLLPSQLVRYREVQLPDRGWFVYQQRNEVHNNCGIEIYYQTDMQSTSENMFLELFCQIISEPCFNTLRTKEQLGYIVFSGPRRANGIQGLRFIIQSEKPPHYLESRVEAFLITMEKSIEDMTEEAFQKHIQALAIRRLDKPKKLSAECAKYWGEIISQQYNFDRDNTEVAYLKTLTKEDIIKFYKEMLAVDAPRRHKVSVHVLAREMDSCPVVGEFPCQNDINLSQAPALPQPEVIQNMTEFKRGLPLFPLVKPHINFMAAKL
# CHRM4 antagonist: CHRM4 antagonism in calcium assay. CHO-hM4 cells, ACh EC80, Fluo-8 calcium fluorescence. 360,000 tested, 0.73% active. P08173. inhibition, % at 3 µM;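 active = inhibition above its plate's cutoff, the mean inhibition of sample wells plus 3 SD, cut at about 27% in these data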;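 also: 0% = acetylcholine EC80 with DMSO and 100% = DMSO without agonist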
# CHRM5 PAM: CHRM5 positive allosteric modulation; P08912; 360,000 tested, 0.3% active; activation, % at 3 µM; CHO-K1 hM5, Fluo-8 calcium, ACh EC20 PAM; 0% = ACh EC20, 100% = ACh EC100;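 active = activation above the run cutoff, the mean activation of all test compounds plus 3 SD, cut at about 18% in these data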
#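 System – CHO-K1 hM5 cells · Compound – 3 µM, single dose · Incubation – compound preincubation 140 s before EC20 acetylcholine addition · Technique – Fluo-8 calcium fluorescence · Measure – Max/basal fluorescence ratio as % of EC20–EC100 ACh window · Benchmarks – low control EC20 acetylcholine (0%), high control EC100 acetylcholine (100%) · Replication – singlicate, one well per test compound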
# CRFR2-BP antag: antagonists of CRF-binding protein/CRF-R2 receptor complex; 350,000 tested, 0.59% active; inhibition, % at 11.8 µM; HEK293 CRF-R2/CRF-BP, CRF-induced calcium fluorescence;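 active = inhibition of the ligand-induced calcium signal above about 50% at the single tested concentration, limit read from the data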
# M5 ag: agonists of human muscarinic M5 receptor (CHRM5). P08912. CHO-K1 hM5 cells, Fluo-8 calcium fluorescence; 0% DMSO wells, 100% maximal acetylcholine response. activation, % at 3 µM. 360,000 tested, 0.19% active. AID 624037;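 active = activation above the run's mean over test compounds plus 3 SD, cut at about 23% in these data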;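 also: signal is peak over basal fluorescence ratio across the kinetic read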
# M4 ag: CHRM4 agonism in calcium assay; P08173; CHO-K1 hM4/Gqi5, Fluo-8 calcium fluorescence; vehicle 0%, full acetylcholine response 100%; activation, % at 3 µM; 360,000 tested, 0.14% active;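 active = activation above the run mean over all test wells plus 3 SD, cut at about 32% in these data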;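 also: peak over basal fluorescence ratio per well then scaled between controls; 0% = DMSO wells and 100% = acetylcholine at EC100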
# M4 PAM: positive allosteric modulators of human muscarinic M4 receptor; P08173; AID 624126; 360,000 tested, 0.4% active; activation, % at 3 µM; CHO-K1 hM4/Gqi5, Fluo-8 calcium fluorescence, ACh EC20; 0% = ACh EC20, 100% = maximal ACh;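 active = activation above its plate's cutoff, the mean activation of sample wells plus 3 SD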; also: some results filed as inactive read as strong as hits
# Numbers without * were called inactive; · = not tested or not shown; & = joins results of further samples.
SMILES,M5 antag,CRFBP-R2 agonist,IDE cell inh,CHRM4 antagonist,CHRM5 PAM,CRFR2-BP antag,M5 ag,M4 ag,M4 PAM
CS(=O)(=O)Nc1cccc(-c2cn3c(n2)SCC3)c1,31*,-0.3,12,-8,-5,-3,-7,0,7
COc1ccc(/C=C2\Oc3cc(OCC(=O)N4CCC(C(=O)O)CC4)ccc3C2=O)c(OC)c1,2,1.6,-15,-19,2,3,3,1,11
CCCCN1CC(=O)N2[C@H]3c4ccccc4OC[C@@H]3[C@H](C(=O)OCC)[C@]2(C)C1=O,3,-1.0,4,-6,2,15,2,1,3
Cc1ccc(NC(=O)C(CC(C)C)NC(N)=O)cc1 (stereo unspecified),-1,0.6,3,-6,-1,-32,0,0,-1
Cc1ccc(S(=O)(=O)N2CCC(C(=O)OCC(=O)NCc3ccco3)CC2)cc1C,2,-4.1,0,9,-3,7,-2,2,-8
CCCS(=O)(=O)c1c(S(=O)(=O)CCC)c2cnccn2c1C(=O)c1ccc(CC)cc1,1,0.6,1,-7,-11,2,-5,3,-1
CC(C)=CC(=O)OCc1cc([N+](=O)[O-])cc2c1OCOC2,-1,-9.0,1,-13,10,9,-13,-1,9
O=c1c2ccccc2c(C=NCc2ccccn2)c(O)n1-c1ccccc1,17,4.9,1,-2,-17,-5,1,11,-4
Cc1ccc2c(c1)C=CC(C#N)N2C(=O)c1ccccc1 (stereo unspecified),3,-1.4,1,5,-2,14,-6,-1,6
CN(C(=O)c1cc(COc2ccc(F)cc2Cl)on1)C1CCCc2ccccc21 (stereo unspecified),19,3.1,3,-9,-11,-5,-5,1,4
COc1ccc([N+](=O)[O-])cc1NC(=O)CCS(=O)(=O)c1ccc(Br)cc1,3,-0.3,0,4,-1,0,-2,2,-2
CC(=O)O[C@@H](Cc1ccc(O)cc1)C(=O)CC(C)C,2,·,·,-4,-4,·,2,1,13
O=C(CS(=O)(=O)c1ccccc1)Nc1ccc(Br)cn1,-7,-1.3,-3,12,20*,-11,0,1,10
COc1ccc2[nH]c(CN3CCN(CCC(C)C)C(CCO)C3)c(C)c2c1 (stereo unspecified),10,1.2,-6,-5,-1,23,-2,1,-1
O=S(=O)(NC1=NCCCCC1)c1ccc2ccccc2c1,-2,0.6,2,-2,1,7,-2,2,-5
CCN(CC(=O)Nc1cc(Cl)ccc1C)C(=O)CN1C(=O)NC2(CCCC2)C1=O,-6,0.2,-3,4,2,-3,0,1,-2
CCSc1nnc(NC(=O)C2CC(=O)N(Cc3ccccc3)C2)s1 (stereo unspecified),12,-0.4,-5,-9,-16,11,1,17,-8
C[C@@H]1CN([C@@H](C)CO)C(=O)c2cc(Br)cnc2O[C@@H]1CN(C)C(=O)C1CCCCC1,8,13,·,0,0,6,0,-1,3
C=CCSc1nc(=O)n2ccccc2n1,2,2.1,-4,-2,0,-29,-8,1,3
CCC(C)C1NC(=S)N(Cc2ccccc2)C1=O (stereo unspecified),-17,-4.8,-1,-3,-3,11,-10,0,8
Cn1c(=O)[nH]c(=O)c2c1[nH]c(=S)n2CCCc1ccccc1,8,-0.8,·,-10,1,4,2,-1,0
Oc1ccc2nc(Cc3ccccc3)[nH]c2c1,-2,1.7,0,6,-2,-25,-2,0,-5
CC(=O)c1cccc(NC(=O)CSCc2ccccc2)c1,3,-1.1,1,-6,0,0,1,2,-5
CCOc1cc(CN2CCN(CCc3ccccc3)C(CCO)C2)ccc1OC (stereo unspecified),7,4.5,0,-4,7,6,-12,3,10
COc1cccc(NC(=O)N(CCN(C)C)C(C)c2cccnc2)c1 (stereo unspecified),-1,-0.6,-2,7,8,-5,3,1,4

# 2 of the compounds above, with values under each structure:
# Order of results – M5 antag	CRFBP-R2 agonist	IDE cell inh	CHRM4 antagonist	CHRM5 PAM	CRFR2-BP antag	M5 ag	M4 ag	M4 PAM
CCOc1cc(CN2CCN(CCc3ccccc3)C(CCO)C2)ccc1OC (stereo unspecified)
    7	4.5	0	-4	7	6	-12	3	10
COc1cccc(NC(=O)N(CCN(C)C)C(C)c2cccnc2)c1 (stereo unspecified)
    -1	-0.6	-2	7	8	-5	3	1	4

# Continued:
SMILES,M5 antag,CRFBP-R2 agonist,IDE cell inh,CHRM4 antagonist,CHRM5 PAM,CRFR2-BP antag,M5 ag,M4 ag,M4 PAM
O/N=C1\CCSc2ccc(F)cc21,1,-7.5,0,-11,2,1,-3,2,20
O=C(/C=C/c1ccc([N+](=O)[O-])cc1)OCC(=O)N1CCCCCC1,3,8.3,0,-21,3,12,-3,9,5
O=C(NOCc1ccccc1)OCc1ccccc1,7,-9.9,·,-5,-5,2,-1,-1,2
O=C(COc1nsnc1N1CCOCC1)Nc1ccccc1Cl,10,-1.1,1,0,-3,5,-3,3,3
O=S1(=O)CCOCCCN1Cc1cccc(C(F)(F)F)c1,6,0.1,1,-3,-1,5,1,3,7
Cc1oc(-c2ccccc2F)nc1CS(=O)CC(=O)NCc1ccccn1 (stereo unspecified),6,3.9,6,4,-4,-12,-3,0,3
NC(=O)c1ccc(NC(=O)COC(=O)CCC(=O)c2ccc(Cl)cc2)cc1,10,-0.9,1,6,-6,-9,-1,5,1
CCCCCCCCN1C(=O)[C@H](CC(=O)N2CCN(C(=O)c3ccco3)CC2)C[C@@]2(C(=O)OC)CC(C)(C)CC=C12,0,·,·,-7,3,·,-1,10,-2
CC(/C=C/c1ccccc1)=N/NC(=O)c1nc2nc(C)cc(C)n2n1,-1,-0.3,-3,-1,3,1,3,1,0
Fc1cccc(CSc2ccc(-c3ccc4c(c3)OCO4)nn2)c1,8,0.5,1,-6,-6,1,-2,-1,6
CCn1c2ccccc2c2nnc(SCC(=O)N3CC(C)OC(C)C3)nc21 (stereo unspecified),2,-5.0,-5,-7,-6,11,0,5,-5
C=CCn1c(O)c(N=NC(=S)Nc2ccccc2F)c2ccccc21,5,-2.1,4,-5,2,24,-5,-2,-1
Cn1cc(/C=C2\SC(=O)N(c3ccccc3)C2=O)c2ccccc21,8,-1.1,1,-4,-4,0,0,0,3
COc1cc(NC(=S)N2CCCCC2C)cc(OC)c1OC (stereo unspecified),1,0.1,0,2,0,-1,-1,3,6
Cc1ccc(NC(=O)CSc2nnc(-c3cccnc3)n2-c2ccc(C)cc2)cc1,-2,-1.1,16,7,3,-3,-2,-1,3
Cc1ccccc1OCC(O)Cn1c(=N)n(CCN2CCOCC2)c2ccccc21 (stereo unspecified),-12&3,-0.3&-0.4,0&0,-6&4,2&-7,-13&-3,-4&-1,1&0,3&-6
Cc1cc(=O)oc2cc(OC(C)C(=O)Nc3ccc(N4CCCCC4)cc3)ccc12 (stereo unspecified),-5,2.2,4,2,8,-11,0,5,2
CCn1c(C)nnc1SCC(=O)Nc1ccccc1OC,4,0.0,0,-5,4,9,-1,0,-1
CC(C)CSc1nc(N2CCOCC2)c2c(c1C#N)CC(C)(C)SC2,-5,-1.1,8,5,-1,14,-1,-1,-6
Nc1ccc(SCc2cccnc2)cc1,3,-0.1,0,1,2,-3,-2,1,-3
O=S(=O)(Nc1ccc(N2CCCCC2)cc1)c1cccs1,1,0.1,2,-2,-3,-4,1,4,0
COc1cccc(Cn2nnc(C(=O)Nc3cc(C)ccc3OC)c2N)c1,2,1.0,7,-13,-6,8,-2,0,18*
Cn1cc(CN2CCCC(C(=O)c3cc(F)ccc3F)C2)c2ccccc21 (stereo unspecified),4,1.3,5,2,-11,-16,-10,6,-19
Cc1c(Cl)c([N+](=O)[O-])nn1CC(=O)N1CCCc2ccccc21,-3,-3.4,3,7,5,-12,-1,1,-1
Cc1cc(NC(=O)CN2C(=O)NC(CC(C)C)C2=O)no1 (stereo unspecified),19,-3.2,2,3,-1,56*,4,2,9

# Structures listed above printed as active in CHRM5 PAM:
SMILES,M5 antag,CRFBP-R2 agonist,IDE cell inh,CHRM4 antagonist,CHRM5 PAM,CRFR2-BP antag,M5 ag,M4 ag,M4 PAM
O=C(CS(=O)(=O)c1ccccc1)Nc1ccc(Br)cn1,-7,-1.3,-3,12,20*,-11,0,1,10

# (further entries)
SMILES,M5 antag,CRFBP-R2 agonist,IDE cell inh,CHRM4 antagonist,CHRM5 PAM,CRFR2-BP antag,M5 ag,M4 ag,M4 PAM
O=C(NCCC1=CCCCC1)C1COc2ccccc2O1 (stereo unspecified),9,0.9,3,0,7,-18,-8,-1,-2
CC1=C(C(=O)OC(C)C)C(c2ccc(C)o2)C(C(=O)OC(C)C)=C(C)N1,7,-0.3,6,-5,-3,18,-7,-3,-1
COc1cccc(/C=C2\SC(=O)N(CCC(=O)NC3CCS(=O)(=O)C3)C2=O)c1 (stereo unspecified),1,-5.1,-2,5,-4,0,0,5,-6
Cc1ncc(NS(=O)(=O)c2ccc(N)cc2)nc1C,6,-0.8,·,3,4,-7,4,1,3
O=C1C2C3c4ccccc4C(c4ccccc43)[C@@H]2C(=O)N1c1nc(-c2ccccc2)cs1 (stereo partly specified),-3,-0.1,-2,7,1,6,0,1,-2
CCN(CC)CCOC(=O)C1c2ccccc2Oc2ccccc21,100*,1.4,-5,98*,-16,-23,-7,1,-33
O=C(CSc1ccccn1)Nc1nonc1[N+](=O)[O-],1,0.8,4,5,-1,0,2,4,-2
O=C(C1CCCCC1)N1CCc2ccccc21,-6,-3.0,-5,-7,-1,17,-3,-2,-4
COc1ccc(COC(=O)C2=C(C)NC(=O)NC2c2ccc(OC)cc2)cc1 (stereo unspecified),-5,-1.0,3,-19,9,-19,-5,4,-7
CC1Cc2cc(-c3csc(NC(=O)Cc4cccs4)n3)ccc2N1S(C)(=O)=O (stereo unspecified),14,6.5,-3,29*,-18,-21,4,17,-26
COc1ccccc1CNC(=O)Cn1cnc2ccccc2c1=O,3,-1.2,-3,-2,-1,2,-5,1,3
Cc1ccc(OCC(=O)N2CCN(c3nnc(-c4ccccc4)c4ccccc34)CC2)cc1,1,-3.8,6,-9,-13,43,-4,5,-8
Cc1ccccc1NC(=S)N(C)Cc1cccs1,14,-0.7,2,2,-3,3,-1,0,-1
CNC(=S)N/N=C/c1ccc(OCc2ccccc2)c(Br)c1,0,1.0,-6,10,-3,6,0,0,-4
CN(Cc1ccccc1)C(=O)COC(=O)c1ccccc1Nc1ccccc1,6,3.1,-1,9,2,-39,-3,-1,-5
C/C(=N\NC(=O)CCc1ccc(S(=O)(=O)N2CCOCC2)cc1)c1ccccc1Cl,6,0.7,-2,-5,3,-9,-3,2,3
COc1ccc(NC(=O)NCCCN2CCCC2=O)c(OC)c1,2,2.9,4,4,2,-28,0,0,7
O=C(Nc1ccc(CCC(=O)N2CCCC2)cc1)c1ncn[nH]1,-3,-1.6,2,-1,6,-11,-1,0,-4
COc1cc(C(=O)NCCc2ccc(S(=O)(=O)N3CCCC3)cc2)cc(OC)c1OC,9,-0.7,7,-6,-6,-9,-2,4,2
CCN(CC(=O)Nc1ccccc1C(F)(F)F)C(=O)c1ccc2c(=O)n3c(nc2c1)CCC3,4,-0.3,-1,-6,3,-4,4,5,3
COc1ccc(C2C(C(=O)O)c3ccccc3C(=O)N2Cc2ccco2)cc1 (stereo unspecified),10,-0.8,0,1,-5,6,1,0,-6
Cc1cc(C(=O)OC(C(=O)Nc2cccc(C(F)(F)F)c2)c2ccccc2)c(C)o1 (stereo unspecified),4,0.5,-4,10,-8,-34,-2,1,-13

# Source: PubChem
